Source: PubChem BioAssay
HSF1 activator: increases HSF-1 driven luciferase reporter signal | NIH3T3-HGL HSF-1 luciferase reporter, MG132, 8 h; 100% = twice DMSO control signal | activation, % at 9 µM | hit rate 1.7% among 300,000;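 active = mean replicate activation of at least 50% with a set share of replicates each reaching 50%; inconclusive = only one of those two conditions met; inactive = mean below 50% and too few replicates reaching it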;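 also: 0% = median of the neutral control wells and 100% = twice that signal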
Platelet DG rel: modulates dense granule release in human platelets; human platelet-rich plasma, SFLLRN dense granule ATP release, luminescence; inhibition, %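 (compounds screened at 7.5 µM in platelet-rich plasma)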; hit rate 0.22% among 300,000; AID 1663;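 active = mean replicate score, as percent of positive control, at or above 50; inconclusive = mean below 50 but at least one replicate at or above 50; inactive = mean and every replicate below 50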
HDAC3 inh: blocks human histone deacetylase 3 | AID 2718 | hit rate 0.15% among 320,000 | inhibition, % at 8.3 µM | recombinant HDAC3, fluorogenic peptide/trypsin coupled, fluorescence; in the data active = inhibition above about 26%, passing the limit was not always enough; inconclusive = no clear call, values can overlap the other calls
Target sequence (O15379 whole entry, looked up): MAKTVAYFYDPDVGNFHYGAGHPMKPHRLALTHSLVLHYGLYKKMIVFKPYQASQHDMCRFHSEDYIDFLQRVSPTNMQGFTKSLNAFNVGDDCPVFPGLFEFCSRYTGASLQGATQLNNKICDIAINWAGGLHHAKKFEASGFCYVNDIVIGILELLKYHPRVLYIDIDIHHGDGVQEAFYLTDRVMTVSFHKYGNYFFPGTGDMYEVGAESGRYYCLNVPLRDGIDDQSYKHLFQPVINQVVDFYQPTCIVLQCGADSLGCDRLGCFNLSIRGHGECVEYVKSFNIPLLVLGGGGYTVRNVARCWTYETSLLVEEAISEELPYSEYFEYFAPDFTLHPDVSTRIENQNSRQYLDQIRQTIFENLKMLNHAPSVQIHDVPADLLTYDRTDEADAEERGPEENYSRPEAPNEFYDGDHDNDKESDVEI
HSP90 inh: HSP90 refolding inhibition in rabbit reticulocyte lysate. inhibition, % at 5.6 µM. hit rate 0.91% among 290,000. luciferase refolding luminescence, 3 h;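 active = inhibition above the screen-wide mean plus 3 SD, computed separately per campaign, cut at about 16% in these data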;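 also: 0% = DMSO wells and 100% = 60 µM geldanamycin wells; inhibitors lower the luminescence because luciferase stays unfolded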
Dyrk1A ADPGlo: inhibitors of rat Dyrk1A kinase | Q63470 | AID 504441 | inhibition, % at 12.5 µM | ADP-Glo luminescence, NFATc1 peptide | hit rate 0.43% among 310,000; in the data active = inhibition above about 50%;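 also: plate controls were vehicle with enzyme for no effect and no enzyme for full effect; many of its hits are not listed in these tables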
HSF1 inhib: HSF1 inhibition. AID 2098. activity change, negative = inhibition, % at 7.5 µM (by protocol). NIH3T3-HGL HSE-luciferase, MG132-induced, luminescence 8 h; stronger effect = lower value. hit rate 0.77% among 300,000;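 active = more than half of replicate wells show activity change below -50%, luminescence cut by over half; inconclusive = some wells, but at most half, below -50%; inactive = no replicate well below -50%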;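 also: luciferase reports HSF-1 transcriptional activity via heat shock element; 0% = median of DMSO wells and -100% = zero luminescence signal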
GSK3beta inhib: blocks human GSK3beta kinase activity. P49841. GST-GSK3beta kinase, ADP-Glo luminescence, 60 min; stronger effect = lower value. activity score (negative = inhibition), % at 10 µM. hit rate 0.038% among 300,000. AID 2097;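 active = more than half of replicate wells score below -50%, meaning over 50% inhibition versus plate controls; inconclusive = some replicates but at most half score below -50%; inactive = no replicate scores below -50%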;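 also: 0% = median DMSO wells and -100% = median GW8510 positive control wells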
Target sequence (P49841 whole entry, looked up): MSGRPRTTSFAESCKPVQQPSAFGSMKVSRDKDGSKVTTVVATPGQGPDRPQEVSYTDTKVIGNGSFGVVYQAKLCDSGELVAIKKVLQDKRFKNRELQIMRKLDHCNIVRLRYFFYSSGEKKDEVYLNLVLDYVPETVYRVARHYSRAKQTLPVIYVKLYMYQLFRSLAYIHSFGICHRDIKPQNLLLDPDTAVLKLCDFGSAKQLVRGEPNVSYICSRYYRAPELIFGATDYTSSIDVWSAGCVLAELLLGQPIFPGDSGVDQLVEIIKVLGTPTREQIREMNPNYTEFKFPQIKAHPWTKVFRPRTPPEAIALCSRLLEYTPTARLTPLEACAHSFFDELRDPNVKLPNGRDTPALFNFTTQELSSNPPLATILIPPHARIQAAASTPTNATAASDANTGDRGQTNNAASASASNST
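Test system: GST-fused GSK3beta enzyme, cell-free | Quantity: 1.6 ng GST-GSK3beta enzyme per well | Reagent: 25 µM ATP with peptide substrate | Schedule: 60 min enzyme reaction, room temperature | Signal: Luminescent ADP-Glo measurement of ADP formed | Read-out basis: Score relative to plate controls | Control set: DMSO and 20 µM GW8510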
GSK3 alpha inh: inhibitors of human GSK-3 alpha kinase. P49840. ADP-Glo luminescence, 60 min. inhibition, % at 10 µM. hit rate 0.1% among 320,000;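 in the data active = inhibition above about 50%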;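 also: GST-tagged GSK-3 alpha with peptide substrate and 25 µM ATP; 0% = DMSO neutral wells and 100% = GW8510 positive control wells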
PolyA inh: blocks polyadenylation in yeast reporter cells. hit rate 0.02% among 300,000. calls only at 12 µM. S. cerevisiae SKY197-pL101 polyadenylation reporter, beta-gal luminescence; efflux-impaired pdr1/pdr3 knockout yeast; score 100 = 6 SD above DMSO;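 active = lowest replicate activity score at least 50, where 100 means six control SD above control mean; inconclusive = lowest score under 50 but half or more replicates reach 50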;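 also: yeast exposed to compound for 9 h at 30 °C; higher score means more reporter readthrough which indicates perturbed polyadenylation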
AI-2 QS mod: Vibrio harveyi AI-2 quorum sensing modulation | activity change, % at 7.5 µM | Vibrio harveyi JMH597 AI-2 luminescence/OD600 ratio, 9 h; stronger effect = lower value; strain lacks LuxN and CqsS sensors; 0 = neutral-control median | hit rate 0.4% among 300,000; in the data active = activity change below about -75%, passing the limit was not always enough; inconclusive = no clear call, values can overlap the other calls;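 also: luminescence divided by OD600 gain over 9 h not by final OD600 alone; inactives centre near 13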
Starred values were filed as active, the others as inactive; i = inactive; ? = inconclusive; · = not tested or not shown; & = joins results of further samples. An excerpt (hit frequency here may not be typical).

cpd | mol | HSF1 activator | Platelet DG rel | HDAC3 inh | HSP90 inh | Dyrk1A ADPGlo
1 | COc1ccccc1OCC(=O)NNc1c2ccccc2nc2ccccc12 | 16 | -3 | 17 | 11 | 18
2 | COc1cccc(NC(=S)N(Cc2ccco2)C(C)c2ccco2)c1 (stereo not drawn) | -35 | 2 | 2 | 0 | 12
3 | Nc1nonc1-n1nnc(C(=O)N/N=C/c2ccc(OCc3ccccc3)cc2)c1COc1ccc(F)cc1 | 3 | 9 | -1 | -1 | -3
4 | CC(Oc1ccc(Br)cc1)C(=O)NNC(=O)CCN1CCN(c2ccccc2)CC1 (stereo not drawn) | -4 | 27 | 3 | · | -2
5 | CCOC(=O)C(NC(=O)CC)(Nc1sc2c(c1C(=O)OC)CCN(C)C2)C(F)(F)F (stereo not drawn) | -10 | -2 | 9 | 4 | 6
6 | CCOc1ccc(N2CC(O)(c3cccs3)[N+]3=C2CCCC3)cc1 (stereo not drawn) | -7 | 8 | -5 | 2 | -1
7 | O=C(Cc1cccs1)N1CCN(S(=O)(=O)c2ccc(F)cc2)CC1 | -5 | -3 | -14 | -2 | 3
8 | O=C(O)CSc1nnc(-c2cc3ccccc3o2)n1-c1ccccc1 | -6 | 2 | 4 | 0 | 7
9 | Cc1sc2ncn(CC(=O)NCCc3ccccc3)c(=O)c2c1C | 5 | 1 | -5 | 3 | 2
10 | CCCCCC(=O)N1CCN(CCN=CC2=C(O)CC(c3ccc(OC)cc3)CC2=O)CC1 (stereo not drawn) | 22 | -3 | 1 | -4 | 7&1
11 | Cc1nnc(NC(=O)C2(c3ccccc3)CCOCC2)s1 | -6 | -2 | -3 | 3 | -1
12 | O=C(CCN1C(=O)c2ccccc2S1(=O)=O)Nc1cccc(F)c1 | -1 | -1 | 2 | · | 2
13 | COC(=O)C1=C(C)NC(=O)NC1c1ccco1 (stereo not drawn) | -10 | 0 | 2 | 0 | -2
14 | CC(OC(=O)CN1C(=O)c2ccccc2C1=O)C(=O)N(C)c1ccccc1 (stereo not drawn) | 4 | 0 | 3 | · | 3
15 | COc1ccc(/C=C/C(=O)NCCCc2ccccc2)cc1 | 62* | 13 | -1 | -4 | 15

cpd | HSF1 inhib | GSK3beta inhib | GSK3 alpha inh | PolyA inh | AI-2 QS mod
1 | -2 | -1 | 1 | i | ·
2 | -13 | 3 | -3 | i | 12
3 | 3 | -1 | -3 | i | 7
4 | -5 | 0 | -1 | i | -92*
5 | -14 | 0 | 1 | i | 20
6 | 2 | 5 | 1 | i | 15
7 | 3 | -1 | 2 | i | 25
8 | -1 | 3 | -2 | i | 14
9 | 5 | 1 | -4 | i | 8
10 | -1 | 1 | 1 | i | 0
11 | -8 | -1 | 2 | i | 22
12 | 7 | 1 | -1 | i | 22
13 | -1 | 2 | -2 | i | 21
14 | -10 | -1 | -1 | i | 21
15 | 25 | -17 | 1 | i | 6

Two entries from above, with two lines to a compound:
Each structure is followed by: HSF1 activator	Platelet DG rel	HDAC3 inh	HSP90 inh	Dyrk1A ADPGlo	HSF1 inhib	GSK3beta inhib	GSK3 alpha inh	PolyA inh	AI-2 QS mod
8: O=C(O)CSc1nnc(-c2cc3ccccc3o2)n1-c1ccccc1
→ -6	2	4	0	7	-1	3	-2	i	14
13: COC(=O)C1=C(C)NC(=O)NC1c1ccco1 (stereo not drawn)
→ -10	0	2	0	-2	-1	2	-2	i	21

Later entries.
cpd | mol | HSF1 activator | Platelet DG rel | HDAC3 inh | HSP90 inh | Dyrk1A ADPGlo
16 | CCOC(=O)Cc1csc(NC(=S)NC(=O)C(C)(C)C)n1 | -8 | -16 | 7 | 2 | 2
17 | Cc1ccc(NC2CCCN(C(=O)c3ccnc(Cl)c3)C2)cc1C (stereo not drawn) | -1 | -9 | -3 | -10 | -4
18 | CCc1nnc(NC(=O)CSc2nnc(CNC(=O)c3ccc(OC)c(OC)c3)o2)s1 | 5 | 5 | 0 | 3 | 0
19 | CCN(CC)CCNC(=O)/C(=C/c1cn(C)c2ccccc12)NC(=O)c1ccc(OC)c(OC)c1 | 5 | -30 | 1 | -1 | -3
20 | Cn1c(CNC(=O)c2ccccc2)nnc1SCC(=O)N1CCN(c2ccccc2)CC1 | 7 | -1 | -2 | -2 | -1
21 | COc1ccccc1C(=O)NCC(=O)OCC(=O)Nc1ccc2[nH]c(=O)[nH]c2c1 | 0 | · | -3 | · | -2
22 | CCCn1c(=O)[nH]c(=O)c2c1nc(-c1ccc(OC)c(Br)c1)n2CCOC | 17 | 0 | -21 | -6 | 3
23 | CC(=O)C1=C(C)N(Cc2ccccc2)C(=O)N[C@H]1c1ccco1 | 1 | 0 | 2 | · | 5
24 | Cc1ccc(N2C(=O)C(NC(=O)c3c(F)cccc3F)(C(F)(F)F)C3=C2CC(C)(C)CC3=O)cc1 (stereo not drawn) | 22 | 0 | 2 | -3 | 4
25 | COc1cc(OC)c(CN2CCC(CO)(CCOc3ccccc3)CC2)c(OC)c1 | -3 | 8 | 3 | 5 | -2
26 | CN(C)CCC(=O)c1cccc(Br)c1 | 4 | 1 | 4 | -2 | -2
27 | COc1ccc(Cl)cc1C(=O)OCC(=O)NC(=O)c1cccn1C | -9 | 5 | -4 | 2 | 12
28 | O=C(C1CCCN(Cc2cccnc2)C1)N1CCCCC1 (stereo not drawn) | 9 | -1 | -11 | 1 | 6
29 | COc1ccc(Nc2nnc(Cc3ccccc3)c(=O)[nH]2)c(OC)c1 | -16 | -5 | -2 | -3 | -6
30 | C/C(=N\NS(=O)(=O)c1ccc([N+](=O)[O-])cc1)c1ccc(NC(=O)c2ccco2)cc1 | 17 | 2 | 8 | 2 | 3

cpd | HSF1 inhib | GSK3beta inhib | GSK3 alpha inh | PolyA inh | AI-2 QS mod
16 | -5 | 11 | -1 | i | 12
17 | 3 | 3 | 1 | i | 8
18 | 1 | 1 | 1 | i | 3
19 | -11 | -2 | 1 | i | -1
20 | 3 | 2 | -1 | i | 18
21 | -1 | 0 | 0 | i | 19
22 | -4 | -2 | 5 | i | 13
23 | 6 | 1 | -4 | i | 32
24 | -12 | 1 | -2 | i | 0
25 | -13 | 2 | 1 | i | 11
26 | 0 | 0 | 1 | i | 48
27 | 5 | 4 | -1 | i | 21
28 | -5 | 1 | 2 | i | 2
29 | 2 | 8 | 8 | i | 26
30 | 9 | 1 | 6 | i | 19

Structures listed above marked active in HSF1 activator.
cpd | mol | HSF1 activator | Platelet DG rel | HDAC3 inh | HSP90 inh | Dyrk1A ADPGlo
15 | COc1ccc(/C=C/C(=O)NCCCc2ccccc2)cc1 | 62* | 13 | -1 | -4 | 15

cpd | HSF1 inhib | GSK3beta inhib | GSK3 alpha inh | PolyA inh | AI-2 QS mod
15 | 25 | -17 | 1 | i | 6

The results go on.
cpd | mol | HSF1 activator | Platelet DG rel | HDAC3 inh | HSP90 inh | Dyrk1A ADPGlo
31 | CN1C(=O)CC(C(=O)Nc2ccc(F)cc2)SC1=Nc1ccc2c(c1)OCO2 (stereo not drawn) | 22 | 4 | -3 | -1 | -8
32 | COCCn1c(=O)[nH]c2cc(C(=O)Nc3nnc(C)s3)ccc21 | 14 | -6 | -1 | -5 | 4
33 | Cc1nn(Cc2ccc(C(=O)O)o2)c(C)c1[N+](=O)[O-] | -2 | -2 | 3 | -2 | -2
34 | O=S(=O)(Nc1cc(S(=O)(=O)N2CCOCC2)ccc1N1CCCC1)c1cccs1 | 20 | 0 | 4 | 4 | 3
35 | O=C(Cn1nc(-c2ccc(Cl)cc2)ccc1=O)NCC1COCCO1 (stereo not drawn) | 1 | -14 | -2 | 2 | -6
36 | CCOC(=O)c1[nH]cnc1C(=O)Nc1ccc(Cl)cc1 | 0 | -51 | ? | 1 | -2
37 | Cc1ccc(-c2nn(C)c(=O)c3ccccc23)cc1CNC(=O)CSc1nc2ccccc2o1 | -10 | -5 | 3 | -1 | -4
38 | COc1ccc(OCC(=O)NC(=S)Nc2ccc(S(=O)(=O)Nc3cc(C)on3)cc2)cc1 | 6 | 6 | 0 | -1 | -5
39 | COc1cc(/C=N/Nc2nc3ccccc3[nH]2)cc(OC)c1O | 149* | 37 | 17 | 3 | 21
40 | COc1ccc(C(=O)COC(=O)CCNS(=O)(=O)c2ccc(NC(C)=O)cc2)c(OC)c1 | 1 | 8 | 7 | · | 10
41 | Cn1c(CNC(=O)C2CCC(=O)N(CCc3cccc(F)c3)C2)nc2ccccc21 (stereo not drawn) | 19 | -1 | 0 | -1 | -5
42 | CN(C(=O)Nc1ccc(Cl)cc1)n1cnc2ccccc2c1=O | 35 | 6 | 1 | -1 | ·
43 | O=C(/C=C/c1ccc([N+](=O)[O-])cc1)N(c1ccccn1)C1CCCCC1 | 8 | 5 | 5 | 15 | ·
44 | Cc1ccc(N2CC(C(=O)Nc3nnc(SCc4cccnc4)s3)CC2=O)cc1 (stereo not drawn) | 14 | -12 | -3 | 3 | -7
45 | O=C(Nc1cccnc1)c1ccc(NS(=O)(=O)c2cccc([N+](=O)[O-])c2)cc1 | -3 | -7 | -4 | -1 | 1
46 | NC(=O)c1cccnc1Oc1cccc(Cl)c1 | 1 | -2 | -10 | 2 | 9
47 | Cc1ccc(-c2cc(-c3ccccc3)nc(N(C)N)n2)cc1 | -5 | -2 | 6 | 0 | 5
48 | CN(C1CCS(=O)(=O)C1)S(=O)(=O)c1ccc(N2CCCC2=O)cc1 (stereo not drawn) | 13 | -4 | 3 | 1 | 1

cpd | HSF1 inhib | GSK3beta inhib | GSK3 alpha inh | PolyA inh | AI-2 QS mod
31 | 11 | 1 | 3 | i | 7
32 | 0 | 2 | -4 | i | 33
33 | -8 | -1 | -3 | i | 23
34 | 2 | 6 | 1 | i | -1
35 | -7 | 0 | 5 | i | -4
36 | 2 | 2 | -1 | i | 16
37 | 4 | 0 | -3 | i | -11
38 | -6 | 1 | 1 | i | 16
39 | 146 | -3 | 1 | i | -2
40 | 6 | 2 | -1 | i | -7
41 | -1 | 5 | -1 | i | 21
42 | 10 | 1 | 1 | i | 1
43 | 4 | 0 | 0 | i | 26
44 | -2 | -3 | 1 | i | 17
45 | -10 | -1 | -3 | i | 34
46 | -8 | -4 | -1 | i | 8
47 | -14 | 1 | -2 | i | 15
48 | -3 | -2 | -3 | i | 22

2 of these compounds in another layout.
27. COc1ccc(Cl)cc1C(=O)OCC(=O)NC(=O)c1cccn1C
28. O=C(C1CCCN(Cc2cccnc2)C1)N1CCCCC1 (stereo not drawn)
assay / compound	27	28
HSF1 activator	-9	9
Platelet DG rel	5	-1
HDAC3 inh	-4	-11
HSP90 inh	2	1
Dyrk1A ADPGlo	12	6
HSF1 inhib	5	-5
GSK3beta inhib	4	1
GSK3 alpha inh	-1	2
PolyA inh	i	i
AI-2 QS mod	21	2
